RBX1-CUL1 inh: inhibitors of human ROC1-CUL1 ubiquitin ligase activity; P62877+Q13616; in vitro K48 di-Ub FRET, acceptor:donor ratio, 45 min; inhibition, % at 10 µM; hit rate 0.6% among 140,000; AID 1347404; in the data active = inhibition above about 25%
Target sequence (P62877 whole entry, looked up): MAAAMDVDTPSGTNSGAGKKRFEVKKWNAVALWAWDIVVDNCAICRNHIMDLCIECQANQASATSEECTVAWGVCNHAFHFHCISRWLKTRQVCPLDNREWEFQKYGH
Target sequence (Q13616 whole entry, looked up): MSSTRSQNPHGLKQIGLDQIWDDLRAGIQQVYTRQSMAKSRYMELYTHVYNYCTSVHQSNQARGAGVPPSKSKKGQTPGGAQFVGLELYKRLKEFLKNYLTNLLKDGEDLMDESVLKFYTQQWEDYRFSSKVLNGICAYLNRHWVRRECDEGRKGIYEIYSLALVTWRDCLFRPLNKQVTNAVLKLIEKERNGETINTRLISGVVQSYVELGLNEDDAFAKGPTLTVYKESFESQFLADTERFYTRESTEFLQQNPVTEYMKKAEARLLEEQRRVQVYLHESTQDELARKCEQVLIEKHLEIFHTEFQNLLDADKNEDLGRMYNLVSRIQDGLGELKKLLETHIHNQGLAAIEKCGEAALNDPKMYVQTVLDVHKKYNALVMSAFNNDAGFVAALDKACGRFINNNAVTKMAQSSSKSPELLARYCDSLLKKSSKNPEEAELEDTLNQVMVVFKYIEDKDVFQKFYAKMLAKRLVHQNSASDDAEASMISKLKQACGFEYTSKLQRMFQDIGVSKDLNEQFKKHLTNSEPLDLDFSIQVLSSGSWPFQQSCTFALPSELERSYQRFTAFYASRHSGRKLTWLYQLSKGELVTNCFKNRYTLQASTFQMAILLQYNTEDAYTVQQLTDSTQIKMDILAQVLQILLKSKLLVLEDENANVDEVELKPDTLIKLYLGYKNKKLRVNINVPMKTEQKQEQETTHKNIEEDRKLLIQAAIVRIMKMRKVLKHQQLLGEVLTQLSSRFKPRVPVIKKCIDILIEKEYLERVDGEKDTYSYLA
Numbers without * were called inactive. This is a subset; rates above refer to the full screens.

RBX1-CUL1 inh	SMILES
-3	Cc1cc(Cl)ccc1C(=O)C1CCCN(C(=O)c2cnsn2)C1 (configuration not stated)
11	Nc1nonc1-c1nc2ccccc2n1CC(=O)N/N=C/c1cc(I)ccc1O
10	O=C(O)c1ccccc1C(=O)Nc1ccc(-c2cn3ccsc3n2)cc1
7	O=C(CSc1nnc(-c2ccccc2)n1-c1ccccc1)N1CCCc2ccccc21
-6	COCCCn1c(CN(C)Cc2cc3cc(F)ccc3[nH]2)cnc1S(C)(=O)=O
-9	O=C(Nc1nccs1)c1sc2ccccc2c1Cl
3	CC1CCN(C(=O)c2ccc(NC(=O)c3nsc4ccccc34)cc2)CC1
-1	O=C(CN(Cc1ccccc1)Cc1ccccc1)c1csc2ccccc12
1	CCOCCCNCc1cccc(OCc2ccc(F)cc2)c1
3	CSCCC(NC(=O)c1ccccc1)C(=O)NCc1ccc(C(C)(C)C)cc1 (configuration not stated)
-4	CN(CCC1CCCCO1)Cc1nc(-c2ccc(C(F)(F)F)cc2)no1 (configuration not stated)
-9	Cc1ccccc1NC(=O)CC1NCCNC1=O (configuration not stated)
-1	O=C(CSc1nc2ccccc2n1Cc1ccc(F)c(Cl)c1)N1CCN(c2ccc(F)cc2)CC1
4	CCOc1ccc(NC(=O)c2sc3ccccc3c2Cl)cc1
-11	C=CCn1c(SCCCCCCC)nc2sc3c(c2c1=O)CCC3

New compounds follow.
RBX1-CUL1 inh	SMILES
6	Cc1ccc(C)c(OCCn2c(-c3ccc(Cl)cc3)nc3ccccc3c2=O)c1C
-8	Brc1ccc(CNCCCSc2nnnn2-c2ccccc2)cc1
-6	COc1ccccc1OCCn1c(-c2ccc(Br)cc2)nc2ccccc2c1=O
-12	O=C(CSc1nnc(CNc2cccc3ccccc23)n1-c1ccccc1)N/N=C/c1cccc(Cl)c1
-6	CCCCC1CC(C)(C(=O)CSc2n[nH]c(-c3ccccc3)n2)OC1=O (configuration not stated)
-1	CC1=Nc2nc(SCc3ccccc3Cl)nn2C(c2cccc(Br)c2)C1C(N)=O (configuration not stated)
5	O=S(=O)(CC1CC1)c1ncc(CN2CCOCC2)n1CC1CCCO1 (configuration not stated)
0	Cc1ccc(S(=O)(=O)N(C(=O)c2ccncc2)c2ccc(OC(=O)c3ccncc3)c3ccccc23)c(C)c1
-8	COc1cc(C2C(C(=O)c3ccc(F)cc3)C(=O)C(=O)N2Cc2ccco2)ccc1OCCC(C)C (configuration not stated)
-7	O=C(NCc1ccccc1)c1cccc(Nc2nc3ccccc3n3nnnc23)c1
-10	CCc1ccc(NC(=O)C(CC)n2c(=O)c(-c3ccccc3NC(C)=O)nc3ccccc32)cc1 (configuration not stated)
11	C=CCOc1ccc(Cl)cc1-c1nc2c(cnn2C)[nH]1
2	Cc1ccccc1-c1noc(-c2ccc(NCCn3cccn3)nc2)n1
-2	O=C1CSc2ccc3nsnc3c2N1
8	O=c1cc(-c2ccc(F)cc2)nc(N2CCN(c3ccccc3)CC2)[nH]1

Next section:
RBX1-CUL1 inh	SMILES
-3	O=C(O/N=C/c1ccc2c(c1)OCO2)c1ccccc1Cl
-1	O=C(CCc1ccc2c(c1)OCO2)N1CCCC(CO)(CCOc2ccccc2)C1 (configuration not stated)
1	CCOC(=O)c1cccc(NC(=O)c2cnc(N3CCCCC3)c3ccccc23)c1
-1	COc1ccc(-n2c(=O)c3ccc(C(=O)NCc4ccc(C)cc4)cc3n(Cc3ccc(F)cc3Cl)c2=O)cc1
-6	C/C(=N\NC(=O)c1n[nH]c2c1CCCC2)c1ccccc1
6	Cc1ccc(S(=O)(=O)Nc2cc(Cl)c3oc4c(c3c2)CCCC4)cc1
-7	COCCNC(=O)CSc1nc(-c2ccc(C)cc2)nc2c1c(=O)n(C)c(=O)n2C
-2	OC1CCCN(c2ccc(-c3nc(Cc4ccc(F)cc4)no3)cn2)C1 (configuration not stated)
2	CC1CN(S(=O)(=O)c2ccc(-c3ccc(Cl)cc3)cc2)CC(C)O1 (configuration not stated)
8	N#C/C(=C\c1cccnc1)c1nc2ccccc2s1
-2	CCc1ccc(C2(c3ccc(CC)cc3)CC2C(=O)Nc2ccc(C)c(Cl)c2)cc1 (configuration not stated)
-3	CCOC(=O)C1C(=O)NC(N2CCCCC2)=NC1c1ccccc1OC (configuration not stated)
-1	COc1ccc(CNC(C)c2cnc(-c3ccncc3)nc2C)cc1 (configuration not stated)
-9	O=C(N/N=C/C1CC=CCC1)c1ccccc1O (configuration not stated)
0	Clc1ccc2scc(CN(Cc3ccccc3)Cc3ccccc3)c2c1

Other records.
RBX1-CUL1 inh	SMILES
8	ClC(c1ccccc1)c1ncc2sccc2n1 (configuration not stated)
7	CCC(Nc1nncc(-c2ccccc2)n1)c1nc2ccc(C)cc2[nH]1 (configuration not stated)
6	CCOc1ccc(-n2c(=O)c3c4c(sc3n(CC(=O)NCCCOC)c2=O)CCCCC4)cc1
1	COC(=O)c1cc2sc(C)cc2n1CC(=O)Nc1cccc(SC)c1
2	O=c1c2c3c(sc2ncn1-n1cccc1)CCCCC3
-1	Cc1cc(C)cc(CC(C(=O)Nc2ccc(I)cc2)C(C)C(=O)O)c1 (configuration not stated)
3	Cc1cc(C)n2nc(CNS(=O)(=O)c3ccc(C)c(C)c3)nc2n1
8	Cc1ccccc1-n1ncc2c1CC(C)(C)CC2NC(=O)C(C)(C)C (configuration not stated)
-12	O=C(COc1ccc(Cl)cc1)NCc1ccccn1
-6	CCCC(=O)NCc1ccc(-c2nc3ncccc3o2)cc1
-7	CCC(=O)N1c2ccccc2CC1C(=O)NCCN1CCN(c2cc(Cl)ccc2C)CC1 (configuration not stated)
1	Nc1nonc1-n1nnc(CNc2ccccc2)c1CNc1ccccc1
0	CCCCC(=O)Nc1ccc2c(c1)c1ccccc1n2CC
0	CC1(C)CC(=O)C=C(n2ccccc2=O)C1
-7	O=C(Nc1ccc(Br)cc1F)c1ncoc1-c1ccco1

Remaining list, next part
RBX1-CUL1 inh	SMILES
-5	O=C(CCCn1c(=O)c2cccn2c2cccnc21)Nc1ccccc1C(F)(F)F
-10	Cc1ccc(C)c(NS(=O)(=O)c2ccc3c(c2)n(C)c(=O)n3C)c1
-1	COc1ccc(C(=O)N2CCC(C(=O)Nc3ccccc3Cl)CC2)cc1
-4	CCCn1c(=O)c2c(nc3oc(-c4ccccc4)cn32)n(C)c1=O
9	COc1ccc(-c2nc3ccccc3o2)cc1NC(=O)c1cc([N+](=O)[O-])ccc1N1CCOCC1
-11	CCc1cc(C(=O)NC2CCCN(CCc3ccccc3)C2)n(C)n1 (configuration not stated)
7	COc1cccc(CN2C(=O)c3cccc(N)c3C2=O)c1
2	CCN(CC)CCOC(=O)c1ccc2c(c1)c(C)c(C)n2Cc1ccccc1
4	O=C1NCCN(CCCc2ccccc2)C1CC(=O)N1CCCO1 (configuration not stated)
0	CCOC(=O)N1CCc2c(sc3c2C(=O)NC(c2cc(OC)c(OC)c(OC)c2)N3)C1 (configuration not stated)
1	CCOC(=O)C1(Cc2ccc(Cl)cc2)CCN(C(=O)Cn2cncn2)CC1
-10	COC(=O)c1cc(NC(=O)CSc2nnc(COc3cccc(C)c3)n2C)ccc1Cl
-18	Cc1ccccc1C1C2=C(CC(c3ccccc3)CC2=O)N(c2cc([N+](=O)[O-])ccc2C)C(=N)C1C#N (configuration not stated)
0	Cc1ccc(C(NC(=O)c2ccccc2)c2ccc3cccnc3c2O)cc1 (configuration not stated)
-5	CCOC(=O)c1c(-c2ccc(Br)cc2)csc1NC(=O)c1ccc(F)cc1

Following part
RBX1-CUL1 inh	SMILES
9	OC(CSc1n[nH]c(-c2ccncc2)n1)CN1CCN(c2ccccc2)CC1 (configuration not stated)
-1	COC(=O)c1ccc(C(=O)OC)c(NC(=O)C(C)C)c1
1	Cc1ccc(C2CC(c3ccc(Cl)cc3)=Nc3nc(NC(=O)CCC(=O)O)nn32)cc1 (configuration not stated)
-2	CCOc1ccc(CC(=O)N[C@@H]2CCCC[C@H]2NC(=O)Cc2ccc(OCC)c(OCC)c2)cc1OCC
5	COc1ccccc1CNC(=O)CCCCn1c(=O)c2ccccc2n(Cc2ccccc2F)c1=O
3	CCN1C(=O)c2ccccc2S(=O)c2ccc(C(=O)NCc3ccc(OC)cc3)cc21 (configuration not stated)
-1	COc1cc(-c2nc(C(N)=O)c3c(n2)n(-c2cccc(C)c2)c(=O)n3C)cc(OC)c1OC
-7	O=C(N/N=C/c1cc([N+](=O)[O-])ccc1O)c1cnccn1
3	CC(C)Oc1ccc(C2CNC(=O)C2)cc1 (configuration not stated)
7	Cc1cccc(Cn2c(CNS(=O)(=O)c3ccc4c(c3)CCCC4)nc3cccnc32)c1
0	O=c1[nH]c2ccnc(Cl)c2[nH]1
-9	Cn1c2c(c(=O)c3ccccc31)CCC(C)(C)O2
-4	COc1ccc(N2CCN(C(=O)c3cc4ccc5cccnc5c4[nH]3)CC2)cc1
-1	CCOc1ccccc1NC(=O)c1cc2c(Cl)nc3ccccc3c2s1
-4	CCCn1c(-c2ccc(Cl)cc2)cn2c3c(=O)n(C)c(=O)n(C)c3nc12

2 entries drawn at random from the list so far, as already listed:
RBX1-CUL1 inh	SMILES
5	COc1ccccc1CNC(=O)CCCCn1c(=O)c2ccccc2n(Cc2ccccc2F)c1=O
0	O=c1[nH]c2ccnc(Cl)c2[nH]1

(further entries)
RBX1-CUL1 inh	SMILES
8	CCN(CC)CCNC(=O)C1CCN(S(=O)(=O)c2c(C)noc2/C=C/c2ccccc2F)CC1
4	COc1ccccc1CNC(=O)c1ccc(CS(=O)(=O)c2c(Cl)cccc2Cl)o1
-10	O=[N+]([O-])c1ccc(Sc2nc(-c3ccccc3)c(-c3ccccc3)[nH]2)c([N+](=O)[O-])c1
9	CC(C)(C)NC(=O)c1ccc(NC(=O)CSc2ccc(Cl)cc2)cc1
1	CCC(=O)NC(C)c1ccc2c(c1)CCCC2 (configuration not stated)
7	COC(=O)C1=C(C)N=C2CC(c3ccc(OC)cc3)C(C(=O)OC)C(=O)C2C1c1ccc(Cl)cc1 (configuration not stated)
-2	COc1ccc2nc(NC(=O)c3cc4ccccc4cc3OC)sc2c1
3	CCOc1ccccc1C(=O)Oc1ccc(C(=O)c2ccccc2)cc1
-1	CCOc1cc(C(=O)NNC(=S)Nc2ccc(S(N)(=O)=O)cc2)cc(OCC)c1OCC
-3	O=S(=O)(NCCS(=O)(=O)N1CCN(c2ccccc2F)CC1)c1ccc(Cl)cc1
-1	Fc1ccc(Oc2cc(-n3cncn3)nc(-c3ccccc3)n2)cc1
-3	CC[C@]12CCCN3CCc4c(n(c5cc(Br)ccc45)[C@@](O)(C(=O)OC)C1)[C@@H]32
1	C=CCc1cccc2cc(C(=O)N3CCN(C(=O)c4ccccc4)CC3)c(=O)oc12
-1	Cc1nonc1C1CCCN1C(=O)c1csc2nc(-c3ccccc3)cn12 (configuration not stated)
7	COc1ccc(N2CCN(C(CNC(=O)C(=O)NCc3ccc(F)cc3)c3cccnc3)CC2)cc1 (configuration not stated)

(continued)
RBX1-CUL1 inh	SMILES
-6	Cc1cccc(NC(=O)C2CCCN(S(=O)(=O)c3ccc(Br)s3)C2)c1 (configuration not stated)
10	CCN(CC)C(=O)Oc1ccc2c(=O)c(-c3ccccc3OC)coc2c1
-2	O=S(=O)(Nc1ccncc1)c1cccc(C(F)(F)F)c1
5	COC(=O)CN(C)C(=O)c1coc(COc2cccc(C(F)(F)F)c2)n1
6	CC(C)c1cc(Br)ccc1NC(=O)CN1CCCC1
4	CC(NC(=S)NC(=O)C12CC3CC(CC(C3)C1)C2)C1CC2CCC1C2 (configuration not stated)
-1	Cc1ccc(-c2nnc(NC(=O)N(C)Cc3nonc3C)s2)cc1
-8	O=S(=O)(Cc1ccccc1F)Nc1ccc(F)cc1F
-4	Cc1ccc(CN2CCC(CNC(=O)c3cnn(-c4ccccc4)c3C3CCN(C(=O)OC(C)(C)C)CC3)CC2)cc1
4	COc1cccc(C(=O)NCCc2csc(-c3ccc(Cl)cc3)n2)c1
-7	COC(=O)C1=C(C(=O)OC)C(/C=C\c2ccccc2)N(c2ccccc2)C(C(=O)OC)=C1C(=O)OC (configuration not stated)
-4	CCOC(=O)COc1c(Br)cc(CC2=NC(=O)N(CC(=O)Nc3ccc(C)cc3)C2=O)cc1OC
1	Cc1cc(C)cc(C(O)c2c(C)cc(C)cc2C)c1 (configuration not stated)
10	Cn1c(=O)[nH]c(=O)c2c1nc(N1CCOCC1)n2Cc1ccccc1
1	Cc1nn2c(=O)cc(COC(=O)c3ccccc3NC(=O)c3cccs3)nc2s1

More entries:
RBX1-CUL1 inh	SMILES
-1	Cc1cc2c(n1-c1ccc(C(=O)NCCc3ccc(Cl)cc3)cc1)CCCC2
8	O=C(c1ccco1)C(O)(c1ccccc1)c1ccco1 (configuration not stated)
-14	CC(C)(C)CN1CCCC2(CCN(C(=O)c3cnccn3)C2)C1 (configuration not stated)
10	COc1ccc(/C=N/NC(=O)c2ccoc2C)cc1O

Entries from the list above that contain an aryl thioether with sulfur outside any ring (13):
RBX1-CUL1 inh	SMILES
7	O=C(CSc1nnc(-c2ccccc2)n1-c1ccccc1)N1CCCc2ccccc21
-1	O=C(CSc1nc2ccccc2n1Cc1ccc(F)c(Cl)c1)N1CCN(c2ccc(F)cc2)CC1
-11	C=CCn1c(SCCCCCCC)nc2sc3c(c2c1=O)CCC3
-8	Brc1ccc(CNCCCSc2nnnn2-c2ccccc2)cc1
-12	O=C(CSc1nnc(CNc2cccc3ccccc23)n1-c1ccccc1)N/N=C/c1cccc(Cl)c1
-6	CCCCC1CC(C)(C(=O)CSc2n[nH]c(-c3ccccc3)n2)OC1=O (configuration not stated)
-1	CC1=Nc2nc(SCc3ccccc3Cl)nn2C(c2cccc(Br)c2)C1C(N)=O (configuration not stated)
-7	COCCNC(=O)CSc1nc(-c2ccc(C)cc2)nc2c1c(=O)n(C)c(=O)n2C
1	COC(=O)c1cc2sc(C)cc2n1CC(=O)Nc1cccc(SC)c1
-10	COC(=O)c1cc(NC(=O)CSc2nnc(COc3cccc(C)c3)n2C)ccc1Cl
9	OC(CSc1n[nH]c(-c2ccncc2)n1)CN1CCN(c2ccccc2)CC1 (configuration not stated)
-10	O=[N+]([O-])c1ccc(Sc2nc(-c3ccccc3)c(-c3ccccc3)[nH]2)c([N+](=O)[O-])c1
9	CC(C)(C)NC(=O)c1ccc(NC(=O)CSc2ccc(Cl)cc2)cc1
